CASP6 VEID inh – blocks human caspase-6 cleavage activity. P55212. purified caspase-6, Z-VEID-R110 cleavage fluorescence. inhibition, % at 12.5 µM. 0.53% of 350,000 active;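 active means mean inhibition across replicates at least about 35%, with every replicate also reaching that limit, limit read from the data; inconclusive means only one of the two criteria met; inactive means neither criterion met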;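 further: 0% = median of neutral control wells and 100% = no fluorescence left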
Target sequence (P55212 24-179 limits assumed): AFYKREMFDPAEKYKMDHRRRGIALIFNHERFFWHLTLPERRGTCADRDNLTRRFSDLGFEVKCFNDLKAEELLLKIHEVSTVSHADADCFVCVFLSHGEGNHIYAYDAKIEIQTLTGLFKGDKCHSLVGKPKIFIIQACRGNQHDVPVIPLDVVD
Target sequence (P55212 194-293 limits assumed): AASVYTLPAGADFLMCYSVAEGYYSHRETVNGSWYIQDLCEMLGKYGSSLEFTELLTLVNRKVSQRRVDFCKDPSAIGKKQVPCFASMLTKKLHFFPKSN
ARNT-TACC3 inh – ARNT/TACC3 interaction disruption; Q9Y6A5; AlphaScreen His-ARNT PAS-B/GST-TACC3 binding, luminescence; TACC3 fragment carries E629A point mutation; 0.66% of 390,000 active; inhibition, % at 9.99 µM;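 active means mean inhibition of replicates at least 50% and at least half of replicates each reaching 50%; inconclusive means half or more replicates reach 50% but mean below 50%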;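 further: 0% = complete ARNT plus TACC3 wells and 100% = ARNT alone without TACC3; many hits fall short of the cut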
PAX8 reporter – PAX8 transcriptional activity inhibition; RMG-I TPO-luciferase reporter, SteadyGlo, 24 h; inhibition, % at 12.6 µM; 1.2% of 360,000 active; AID 652154;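 active means mean replicate inhibition at least 60% with every replicate also reaching 60%; inconclusive means only one of the two criteria is met; inactive means mean below 60% and not all replicates reaching 60%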;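 further: luciferase light reporting Pax8 driven TPO promoter activity; plate controls were median of neutral control wells for no effect and mitoxantrone controls for full effect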
LGR2 antag – inhibitors of bursicon-induced Drosophila LGR2 receptor cAMP signaling. HEK293 LGR2, CRE-luciferase, bursicon-stimulated, 4 h. 0.35% of 380,000 active. inhibition, % at 9.99 µM. AID 720647;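 active means drop in luminescence signal, shown as inhibition above about 50% in the replicate tests, limit read from the data, passing the limit was not always enough; inconclusive means probably only some replicates passing the limit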;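 further: agonist challenge used bursicon conditioned medium at about half maximal strength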
EWS-Fli inh – EWS/Fli transcriptional activity inhibition | 0.67% of 350,000 active | inhibition, % at 12.6 µM | A673 NR0B1-luciferase reporter, viability-normalised;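 active means mean inhibition of at least 50% after viability correction, with every replicate also passing that limit; inconclusive means mean reaches 50% but only one of two replicates passes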;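 further: firefly luciferase signal divided by Alamar Blue viability fluorescence both relative to DMSO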
SIRT5 block – inhibitors of human sirtuin-5 desuccinylase | Q9NXA8 | Purified SirT5, succinyl-peptide AMC, trypsin-coupled fluorescence | inhibition, % at 15 µM | 1.1% of 330,000 active; in the data active means inhibition above about 15%; inconclusive means no clear call, values can overlap the other calls
Target sequence (Q9NXA8 whole entry, looked up): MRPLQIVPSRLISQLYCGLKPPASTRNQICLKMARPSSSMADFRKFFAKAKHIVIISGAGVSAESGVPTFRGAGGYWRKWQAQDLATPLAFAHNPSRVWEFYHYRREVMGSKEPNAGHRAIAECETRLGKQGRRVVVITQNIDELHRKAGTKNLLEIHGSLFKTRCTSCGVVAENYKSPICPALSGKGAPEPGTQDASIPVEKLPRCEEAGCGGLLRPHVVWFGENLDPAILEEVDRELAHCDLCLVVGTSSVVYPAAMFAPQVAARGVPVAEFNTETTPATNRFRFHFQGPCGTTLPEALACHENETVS
DENV2 CPE rescue – protects cells from dengue virus 2 cytopathic effect; DENV2-infected cells, cytopathic effect rescue, plate reader; CPE inhibition, % at 9.99 µM; 1.7% of 350,000 active; AID 651640; in the data active means CPE inhibition above about 20%, passing the limit was not always enough; inconclusive means no clear call, values can overlap the other calls; tested in BHK-21 cells;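 further: 0% = median of neutral control wells and 100% = median of positive control wells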
* hit, by the source's call. Not a hit list; overall some 4.9% were active at least once.

Results for CC(C)NC(=O)Nc1ccc2c(c1)CC(=O)N([C@@H](C)CO)C[C@H](C)[C@H](CN(C)Cc1ccc(C(F)(F)F)cc1)O2 ?
CASP6 VEID inh: -1; ARNT-TACC3 inh: 0; PAX8 reporter: -3; LGR2 antag: 11; EWS-Fli inh: 0; SIRT5 block: 2; DENV2 CPE rescue: 6

How did O=C(Cn1cnc2ccccc21)N/N=C/C(Br)=C/c1ccccc1 do in these assays?
ARNT-TACC3 inh: -1; PAX8 reporter: 20; LGR2 antag: -17

Results for CNC[C@H]1Oc2ccc(NC(=O)Nc3c(C)noc3C)cc2CC(=O)N([C@@H](C)CO)C[C@H]1C ?
CASP6 VEID inh: 3; ARNT-TACC3 inh: -9; PAX8 reporter: 2; LGR2 antag: 8; EWS-Fli inh: -3; SIRT5 block: 4; DENV2 CPE rescue: -4

How did Cc1ccc(C2=NNC(=O)C(P(=O)(c3ccccc3)c3ccccc3)C2)cc1 (stereo unspecified) do in these assays?
CASP6 VEID inh: 3; ARNT-TACC3 inh: 0; PAX8 reporter: 6; EWS-Fli inh: 7; SIRT5 block: 0; DENV2 CPE rescue: -2

What do the screens show for `CN(C)C(=O)C[C@@H]1CC[C@H](NC(=O)C2CCC2)[C@H](CO)O1`?
CASP6 VEID inh: 0; ARNT-TACC3 inh: -11; PAX8 reporter: -8; LGR2 antag: -7; EWS-Fli inh: 6; SIRT5 block: 2; DENV2 CPE rescue: 0

How did CC1C(=O)N(Cc2cn(Cc3ccco3)nn2)CCS(=O)(=O)N1Cc1ccc(-c2ccccc2C(F)(F)F)cc1 (stereo unspecified) do in these assays?
CASP6 VEID inh: 5; PAX8 reporter: 3; EWS-Fli inh: 2; SIRT5 block: -1; DENV2 CPE rescue: 65*

Results for CCCc1cn(CC[C@@H]2CC[C@H](NC(=O)C3CCOCC3)[C@@H](CO)O2)nn1 ?
CASP6 VEID inh: -6; ARNT-TACC3 inh: 0; PAX8 reporter: 5; LGR2 antag: -3; EWS-Fli inh: -1; SIRT5 block: -3; DENV2 CPE rescue: -12

How did C[C@@H]1CCCCO[C@H](CN(C)C(=O)Nc2ccc(F)cc2)[C@H](C)CN([C@@H](C)CO)C(=O)c2cc(NS(C)(=O)=O)ccc2O1 do in these assays?
CASP6 VEID inh: 3; ARNT-TACC3 inh: -5; PAX8 reporter: 4; LGR2 antag: 4; EWS-Fli inh: -4; SIRT5 block: -3; DENV2 CPE rescue: 2

Results for C[C@@H]1CN([C@@H](C)CO)C(=O)CCCn2nncc2CO[C@H]1CN(C)S(=O)(=O)c1ccccc1C#N ?
CASP6 VEID inh: 0; PAX8 reporter: -7; LGR2 antag: 8; EWS-Fli inh: -7; SIRT5 block: 2; DENV2 CPE rescue: -2

What do the screens show for `O=C(Nc1cccc(C(=O)N2CCOCC2)c1)C1CCCCC1`?
CASP6 VEID inh: 0; PAX8 reporter: 0; LGR2 antag: -6; EWS-Fli inh: -5; DENV2 CPE rescue: 5

What do the screens show for `Cc1cc2c(cc1C)CN(c1ccccc1)C2`?
CASP6 VEID inh: 3; ARNT-TACC3 inh: -4; PAX8 reporter: -133; LGR2 antag: -27; EWS-Fli inh: -46; SIRT5 block: -1; DENV2 CPE rescue: -1

What do the screens show for `CN(C)c1ccc(-c2[nH][nH]c(=O)c2NC(=O)c2ccc3ccccc3n2)cc1`?
CASP6 VEID inh: 9; PAX8 reporter: -16; LGR2 antag: 8; EWS-Fli inh: 8; SIRT5 block: -2; DENV2 CPE rescue: 10

Results for COc1cc(CNC(=O)CCCC/C=C/C(C)C)ccc1O ?
CASP6 VEID inh: -1; ARNT-TACC3 inh: 1; PAX8 reporter: 6; LGR2 antag: -15; EWS-Fli inh: 26; SIRT5 block: -5; DENV2 CPE rescue: -6

What do the screens show for `CCOC(=O)[C@@H](CCc1ccccc1)N[C@H](C)C(=O)N1[C@H](C(=O)O)C[C@@H]2CCC[C@@H]21`?
CASP6 VEID inh: -1; ARNT-TACC3 inh: -1; PAX8 reporter: 5; LGR2 antag: 2; EWS-Fli inh: -11; SIRT5 block: 0; DENV2 CPE rescue: 0

What do the screens show for `CCN(CC)C(=O)C1=C(C)N(CCCOC)C(=O)C(CC(=O)NCc2cccc3ccccc23)C1` (stereo unspecified)?
CASP6 VEID inh: -5; PAX8 reporter: 8; LGR2 antag: 13; EWS-Fli inh: -10; SIRT5 block: 0; DENV2 CPE rescue: 1

What do the screens show for `COC(=O)c1ccc(CN2CC(=O)N3[C@@H](CO)[C@@H](c4ccc(-c5ccccc5F)cc4)[C@@H]3C2)cc1`?
CASP6 VEID inh: 0; PAX8 reporter: 14; LGR2 antag: 15; EWS-Fli inh: -3; SIRT5 block: -2; DENV2 CPE rescue: 8

Results for CC1(C)CC(N2CCCC2)=CC(=[N+]2CCCCCC2)C1 ?
CASP6 VEID inh: -14; ARNT-TACC3 inh: -1; PAX8 reporter: 79*; LGR2 antag: -8; EWS-Fli inh: 3; SIRT5 block: 2; DENV2 CPE rescue: 2

What do the screens show for `NC(=O)c1c(NC(=O)c2ccccc2F)sc2c1CCCC2`?
CASP6 VEID inh: 0; ARNT-TACC3 inh: 2; PAX8 reporter: -59; LGR2 antag: -16; EWS-Fli inh: -143; SIRT5 block: -2; DENV2 CPE rescue: 1

Results for CCCC#Cc1cnc2c(c1)C(=O)N([C@H](C)CO)C[C@H](C)[C@H](CN(C)Cc1cccnc1)O2 ?
CASP6 VEID inh: 2; ARNT-TACC3 inh: -6; LGR2 antag: 8; EWS-Fli inh: 4; SIRT5 block: -10; DENV2 CPE rescue: 4

How did O=C(N[C@H]1CC[C@@H](CCn2cc(-c3ccccn3)nn2)O[C@@H]1CO)c1ccc(F)cc1 do in these assays?
CASP6 VEID inh: -4; ARNT-TACC3 inh: 112*; PAX8 reporter: 4; LGR2 antag: -5; EWS-Fli inh: -2; SIRT5 block: 9; DENV2 CPE rescue: 1

Results for Cc1ccc2nc(NC(=O)COC(=O)c3cccnc3)sc2c1 ?
CASP6 VEID inh: -3; ARNT-TACC3 inh: 1; PAX8 reporter: -136; LGR2 antag: -20; EWS-Fli inh: -68; SIRT5 block: -2; DENV2 CPE rescue: -5

What do the screens show for `O=C(O)CCc1ccc(-c2cccs2)n1-c1ccc(C(=O)O)cc1`?
CASP6 VEID inh: 9; PAX8 reporter: -21; LGR2 antag: -7; EWS-Fli inh: -8; DENV2 CPE rescue: 13

What do the screens show for `Cc1ccc(C(C)C)c2c1C(c1ccc3c(c1)OCO3)CC(=O)O2` (stereo unspecified)?
CASP6 VEID inh: -3; ARNT-TACC3 inh: 2; PAX8 reporter: -4; LGR2 antag: -7; EWS-Fli inh: 3; SIRT5 block: -3; DENV2 CPE rescue: -1

What do the screens show for `CCc1cccc(C)c1NC(=O)COC(=O)c1cc([N+](=O)[O-])ccc1N1CCOCC1`?
CASP6 VEID inh: -1; ARNT-TACC3 inh: -3; PAX8 reporter: 10; LGR2 antag: -3; EWS-Fli inh: -2; SIRT5 block: 0; DENV2 CPE rescue: inconclusive

How did O=C(NCCc1cnn(-c2ccccc2)c1)c1cc(COc2c(F)cccc2F)on1 do in these assays?
CASP6 VEID inh: -1; PAX8 reporter: -46; LGR2 antag: -14; EWS-Fli inh: -50; SIRT5 block: -1; DENV2 CPE rescue: 4

What do the screens show for `C/C=C/c1cnc2c(c1)C(=O)N([C@H](C)CO)C[C@H](C)[C@H](CN(C)C(=O)c1cnccn1)O2`?
CASP6 VEID inh: -2; ARNT-TACC3 inh: -5; PAX8 reporter: -10; LGR2 antag: -13; EWS-Fli inh: -6; SIRT5 block: 12; DENV2 CPE rescue: -1

What do the screens show for `Cn1c(CNC(=O)c2ccco2)nnc1SCC(=O)N1CCN(c2ccccc2F)CC1`?
CASP6 VEID inh: 1; ARNT-TACC3 inh: 1; PAX8 reporter: -12; LGR2 antag: -8; EWS-Fli inh: -1; SIRT5 block: 3; DENV2 CPE rescue: 5

How did CCC(=O)NC(c1cccs1)c1cc([N+](=O)[O-])c2cccnc2c1OC (stereo unspecified) do in these assays?
CASP6 VEID inh: 31; PAX8 reporter: 4; LGR2 antag: 8; EWS-Fli inh: -30; SIRT5 block: -1; DENV2 CPE rescue: 11

How did N#Cc1ccc(OCC(=O)NCC(c2cccs2)N2CCOCC2)cc1 (stereo unspecified) do in these assays?
CASP6 VEID inh: -52; ARNT-TACC3 inh: -9; PAX8 reporter: 14; LGR2 antag: 4; EWS-Fli inh: 17; SIRT5 block: 2; DENV2 CPE rescue: 3

What do the screens show for `CCc1noc2cc(-c3ccccc3)n(C)c(=O)c12`?
CASP6 VEID inh: -1; PAX8 reporter: -172; LGR2 antag: -49; EWS-Fli inh: -74; DENV2 CPE rescue: -1

How did C[C@@H]1CN([C@H](C)CO)S(=O)(=O)c2ccc(C#Cc3ccccc3)cc2O[C@@H]1CN(C)C(=O)Nc1ccccc1 do in these assays?
CASP6 VEID inh: 2; ARNT-TACC3 inh: -11; PAX8 reporter: -61; LGR2 antag: 15; EWS-Fli inh: -8; SIRT5 block: 0; DENV2 CPE rescue: 11

How did O=C(O)C1(Cc2nc3ccccc3[nH]2)CCCC1 do in these assays?
CASP6 VEID inh: -2; ARNT-TACC3 inh: -9; PAX8 reporter: 4; LGR2 antag: -1; EWS-Fli inh: -3; SIRT5 block: -1; DENV2 CPE rescue: -2

How did C[C@H](CO)N1C[C@H](C)[C@H](CN(C)CC2CC2)Oc2ccc(NC(=O)Nc3ccccc3)cc2CC1=O do in these assays?
CASP6 VEID inh: -12; ARNT-TACC3 inh: 18; PAX8 reporter: 0; LGR2 antag: 5; EWS-Fli inh: 5; SIRT5 block: 2; DENV2 CPE rescue: -10

Results for F[B-](F)(F)c1cncc2ccccc12 ?
CASP6 VEID inh: 1; ARNT-TACC3 inh: 10; PAX8 reporter: -1; LGR2 antag: -21; EWS-Fli inh: 3; SIRT5 block: -1; DENV2 CPE rescue: -2

What do the screens show for `COc1ccc(-c2cc(C(=O)NCCCN3CCOCC3)c3ccccc3n2)cc1OC`?
CASP6 VEID inh: -2; ARNT-TACC3 inh: -19; PAX8 reporter: -12; LGR2 antag: 3; EWS-Fli inh: -5; SIRT5 block: -1; DENV2 CPE rescue: 4

Results for CN(C)C(=S)Nc1cccc(-c2n[nH]c(=S)o2)c1 ?
CASP6 VEID inh: 2; ARNT-TACC3 inh: 1; PAX8 reporter: -4; LGR2 antag: -6; EWS-Fli inh: 0; SIRT5 block: -3; DENV2 CPE rescue: 4

What do the screens show for `CC(C)NC(=O)N(C)C[C@@H]1Oc2ccc(NC(=O)c3ccncc3)cc2CC(=O)N([C@@H](C)CO)C[C@@H]1C`?
CASP6 VEID inh: 5; ARNT-TACC3 inh: -13; PAX8 reporter: -6; LGR2 antag: 16; EWS-Fli inh: 4; SIRT5 block: -2; DENV2 CPE rescue: 17

What do the screens show for `O=C(CSc1ccc(Cl)cc1)Nc1ccc(-c2nc3ccccc3[nH]2)cc1`?
ARNT-TACC3 inh: -7; PAX8 reporter: -62; LGR2 antag: -19

How did O=C(NCCOc1ccccc1F)c1cccc(S(=O)(=O)N2CCN(c3ccccc3)CC2)c1 do in these assays?
CASP6 VEID inh: -3; ARNT-TACC3 inh: -4; PAX8 reporter: 42; LGR2 antag: 0; EWS-Fli inh: 15; SIRT5 block: 7; DENV2 CPE rescue: 0

Results for COC(=O)C1=C(C)N(C)C(=NCc2ccc(C(F)(F)F)cc2)NC1c1ccccc1C(F)(F)F (stereo unspecified) ?
CASP6 VEID inh: 1; PAX8 reporter: -8; LGR2 antag: -11; EWS-Fli inh: 4; SIRT5 block: 1; DENV2 CPE rescue: -14

How did COc1ccc(CN=C2NN=C(c3ccccc3)CS2)cc1 do in these assays?
CASP6 VEID inh: 0; ARNT-TACC3 inh: 4; PAX8 reporter: -57; LGR2 antag: -21; EWS-Fli inh: -64; SIRT5 block: 0; DENV2 CPE rescue: 7

Results for C[C@@H]1CN([C@H](C)CO)C(=O)Cc2cc(N(C)C)ccc2O[C@@H]1CN(C)S(=O)(=O)c1cccs1 ?
CASP6 VEID inh: 3; ARNT-TACC3 inh: -1; PAX8 reporter: 8; LGR2 antag: -29; EWS-Fli inh: -21; SIRT5 block: -1; DENV2 CPE rescue: -1

Assay outcomes deposited in PubChem by Broad Institute.
